# High-throughput results (PubChem)
# TTR transcr act – increases transthyretin transcription | AID 1117267 | SH-SY5Y TTR promoter Gaussia luciferase, luminescence; 100% = recombinant luciferase protein wells | activation, % at 16.7 µM | 1.3% of 92,000 active;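 active = activation above the mean of all tested compounds plus 3 SD, cut at about 9.5% in these data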;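 note: cells exposed to compounds for one day before reading; 0% = median of all test compound wells on the plate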
# * hit, by the source's call. This is a subset. The share of hits here may be higher or lower than overall.
no.	compound	TTR transcr act
1	Cc1cccc(OCCCC(=O)NNC(=O)c2ccccn2)c1	-0.9
2	Cc1cc([N+](=O)[O-])ccc1NC(=S)NC(=O)C(c1ccccc1)c1ccccc1	1.5
3	COc1cc(/C=N/NC(=O)Cc2nnc(N)s2)cc(OC)c1OC	5.6
4	C/C(=N\Nc1ccc(Cl)c(C(=O)O)c1)c1cccs1	-0.5
5	Cn1nnnc1SCC(=O)Nc1cc(S(=O)(=O)N2CCCCC2)ccc1Cl	6.7
6	COc1ccc(C(=O)CSc2n[nH]c(=O)n2Cc2ccco2)cc1	-1.0
7	CC(=O)Nc1ccc(NC(=O)COc2cccc3c2OC(C)(C)C3)cc1	1.5
8	CC(=O)c1ccc(NC(=O)c2sc3nc(C)c(C)c(C)c3c2N)cc1	-1.7
9	CN(C)c1ccc(/C=N/NC(=O)c2ccc3c(c2)OCCO3)cc1	-2.4
10	Cc1sc2nc(SCC(=O)N3CCCC3)[nH]c(=O)c2c1C	-0.2
11	Cc1cc(C(=O)NCc2ccco2)on1	5.3
12	CCOc1cc(C=O)cc(Cl)c1OCC(N)=O	-1.7
13	CCOc1ccccc1CNCCN1CCOCC1	-0.8
14	COc1ccc(NC2(c3ccc(Cl)cc3)C(=O)c3ccccc3C2=O)cc1	3.0
15	Cc1nnc(N2C(=O)c3cccc4c([N+](=O)[O-])ccc(c34)C2=O)s1	0.3
16	Cc1nnc(NC(=O)C2COc3ccccc3O2)s1 (stereo not drawn)	-1.9
17	O=C1CC(N2CCSCC2)C(=O)N1CCc1ccccc1 (stereo not drawn)	-0.4
18	Cc1ccc(C(=O)Nc2c(C)cc(-c3ccccc3)oc2=O)cc1	-0.7
19	CCc1ccc(C(=O)NNC(=O)C2CC(=O)N(c3ccc4c(c3)OCCO4)C2)cc1 (stereo not drawn)	4.1
20	O=C(CCn1cccc1)NCc1ccccc1	-0.9
21	Cc1csc(CNC(=O)C2CCC(=O)N(CCCc3ccccc3)C2)n1 (stereo not drawn)	2.7
22	CCOC(=O)c1c(CN(C)C)n(-c2ccccc2)c2cc(Br)c(OC)cc12	2.7
23	COC(=O)Cn1c2ccccc2c2nc3ccccc3nc21	0.4
24	Cc1ccc(OCC(=O)N2N=C(c3ccc(Cl)cc3)CC2c2ccco2)c([N+](=O)[O-])n1 (stereo not drawn)	-0.6
25	O=C(Nc1ccc(-c2nc3ccccc3o2)cc1)c1cccnc1	1.7
26	O=C(c1nn(Cc2ccccc2)c(=O)c2ccccc12)N1CCN(C/C=C/c2ccccc2)CC1	-3.2
27	COc1ccc(OCc2cc(C(=O)N3CCCCCC3)no2)c(Cl)c1	-0.6
28	COc1ccc(C2=NOC(Cn3nc(-c4ccccc4)cc3C(=O)O)C2)cc1 (stereo not drawn)	4.0
29	CCOc1ccc(NC(=O)CN(C)C(=O)C2CC(=O)N(CCc3ccccc3)C2)cc1OCC (stereo not drawn)	24.6*
30	COc1cc(C(=O)N2CCN(C)CC2)cc(OC)c1OC	-1.6
31	Cc1nn(CC(=O)c2ccc(Cl)s2)c(C)c1[N+](=O)[O-]	0.2
32	CC(C)CC(=O)Nc1nnc(S(=O)(=O)N2c3ccccc3CC2C)s1 (stereo not drawn)	0.4
33	COc1ccc(OCC(=O)NCCC2=CCCCC2)c([N+](=O)[O-])c1	-0.5
34	Cc1ccc(C2Cc3cc(O)c(O)cc3CN2)cc1 (stereo not drawn)	-0.7
35	COc1ccccc1-c1nc(C#N)c(N2CC(C)CC(C)C2)o1 (stereo not drawn)	2.6
36	COc1ccc(Cl)cc1N1Cc2ccccc2C1	0.0
37	COc1cccc2cc(C(C)OC(=O)Nc3ccc(C)cc3)oc12 (stereo not drawn)	-3.0
38	Cc1cccc(NNC(=S)Nc2ccccc2)c1	0.2
39	CCCCn1c(SCC(=O)Nc2cccc(C)n2)nnc1-c1ccco1	0.1
40	CC(Oc1ccccc1)C(=O)N1CCN(c2ccc(N3CCCCC3)nn2)CC1 (stereo not drawn)	-0.5
41	Cn1nnnc1SCC(=O)Nc1nc(-c2ccc(F)c(F)c2)cs1	0.2
42	CNC(=O)Nc1ccccc1C(=O)Nc1ccccc1	0.1
43	O=C(Nc1ccc(Nc2ccccc2)cc1)c1ccc(Br)cc1	-3.4
44	COc1cc(C2/C(=C(\O)c3ccc4c(c3)OCCO4)C(=O)C(=O)N2CCN2CCOCC2)cc(OC)c1OC (stereo not drawn)	1.8
45	COc1ccc(CCN(C)C2CC(=O)N(c3ccccc3)C2=O)cc1OC (stereo not drawn)	-0.6
46	CC1CCCC(NC(=O)C2CC(=O)N(Cc3ccccc3)C2)C1C (stereo not drawn)	-0.8
47	O=C(C1CCC(CNS(=O)(=O)c2cccc3nsnc23)CC1)N1CCN(c2ccccn2)CC1 (stereo not drawn)	-1.5
48	CC12CC3(C)CC(C)(C1)CC(C(=O)NCc1cccnc1)(C2)C3	-0.3
49	CC1CCc2c(sc3nc(CN4CCOCC4)nc(N4CCc5ccccc5C4)c23)C1 (stereo not drawn)	-0.5
50	COC(=O)c1c(NC(=O)CN2C(=O)C(=O)N(CC(C)C)C2=O)sc(C)c1C	1.4
51	Oc1ccc(N2CCN(c3ncnc4sc(-c5ccccc5)cc34)CC2)cc1	3.4
52	Cc1ccc(C2(C)NC(=O)N(CC(=O)NCc3cccs3)C2=O)cc1 (stereo not drawn)	-2.3
53	CCOc1ccc(CCNC(=O)COC(=O)c2cccnc2OCC)cc1OCC	0.8
54	O=C(CCCOc1ccccc1)Nc1ccc(S(=O)(=O)N2CCOCC2)cc1	-3.6
55	O=C(CN1C(=O)NC2(CCCC2)C1=O)Nc1ccc(Cl)cc1C(F)(F)F	-1.0
56	COc1ccc(NCc2nnc(SCC(=O)NCc3ccco3)n2-c2ccccc2OC)cc1	-1.5
57	O=C(Nc1ccc(N2CCCCC2)cc1)C(Cl)c1ccccc1 (stereo not drawn)	-0.1
58	C#CCCCCCCC#CCN(C)C	2.3
59	CC(=O)Nc1ccc2nsnc2c1	-2.5
60	COC(=O)c1cn(Cc2ccc(C(F)(F)F)cc2)cc(F)c1=O	-0.7

# The closing 2 entries of the part above open the next one.
no.	compound	TTR transcr act
59	CC(=O)Nc1ccc2nsnc2c1	-2.5
60	COC(=O)c1cn(Cc2ccc(C(F)(F)F)cc2)cc(F)c1=O	-0.7
61	COc1cccc(/C=C2\SC(=O)N(CCC(=O)N3CCCCC3CCO)C2=O)c1 (stereo not drawn)	1.9
62	C[C@H]1[C@@H](NC(=O)c2ccc(C(F)(F)F)cc2)CC[C@@]23CCCN2C(=O)CCC[C@@H]13	-0.2
63	O=C(NCC1CCCO1)C1CCN(C2CCN(CCCC3CCCC3)CC2)CC1 (stereo not drawn)	2.4
64	COc1ccc(CC(=O)NCC2(N3CCCCC3)CCCCC2)cc1	1.9
65	O=C(Nc1ccc(F)cc1)c1ccccc1NC(=O)C1CCCCC1C(=O)O (stereo not drawn)	-0.8
66	Clc1ccc(Cn2ncc3c(N4CCCCC4)ncnc32)c(Cl)c1	7.2
67	CCNC(=S)N(CCN(C)C)Cc1cc2cc(OCC)ccc2[nH]c1=O	-1.5
68	Cn1c(N)c(C(=O)COC(=O)CNC(=O)c2ccccc2)c(=O)n(C)c1=O	-0.7
69	Cc1cccc(N(CC(=O)NCc2ccco2)S(=O)(=O)c2ccccc2)c1	-1.0
70	COP(=O)(O)C[C@@H]1CCc2cc(C)cc([C@H](CC(C)C)NC(=O)OCc3ccccc3)c2O1	1.2
71	Cn1cccc1C(=O)NNC(=O)COc1ccc(Br)cc1	1.3
72	Nc1cc(C(=O)OCC(=O)NCC2CCCO2)ccc1Cl (stereo not drawn)	2.5
73	COc1ccc(NC(=O)c2ccccc2SC)cc1	0.3
74	O=C(NNC(=O)C1CCN(S(=O)(=O)c2ccc(Cl)cc2)CC1)c1ccc(S(=O)(=O)N2CCCCC2)cc1	-1.5
75	O=C(Nc1cc(Cl)ccc1Cl)N1CCCC1	0.8
76	FC(F)(F)c1cnc(Oc2ccc(-c3nnco3)cc2)c(Cl)c1	3.4
77	CCCCn1nnnc1SCC(=O)Nc1ccc2c(c1)OCO2	-1.0
78	CCC(=O)c1ccc(OCc2ccc(C(=O)OC)cc2)c(OC)c1	-4.4
79	FC(F)(F)c1ccccc1Cc1c(-c2ccco2)nc2ccc(Cl)cn12	-0.4
80	CCOc1ccc(OCC(=O)OCn2c(SC)nnc(C)c2=O)cc1	0.9

# The closing 6 entries of the section above open the next one:
no.	compound	TTR transcr act
75	O=C(Nc1cc(Cl)ccc1Cl)N1CCCC1	0.8
76	FC(F)(F)c1cnc(Oc2ccc(-c3nnco3)cc2)c(Cl)c1	3.4
77	CCCCn1nnnc1SCC(=O)Nc1ccc2c(c1)OCO2	-1.0
78	CCC(=O)c1ccc(OCc2ccc(C(=O)OC)cc2)c(OC)c1	-4.4
79	FC(F)(F)c1ccccc1Cc1c(-c2ccco2)nc2ccc(Cl)cn12	-0.4
80	CCOc1ccc(OCC(=O)OCn2c(SC)nnc(C)c2=O)cc1	0.9
81	Cc1cc(NS(=O)(=O)c2ccc(NC(=O)C(C)Oc3ccc(C(C)C)cc3)cc2)no1 (stereo not drawn)	4.5
82	Cc1cc(N=O)no1	-0.6
83	CCOC(=O)c1ccc(NC(=O)CN2C(=O)C(C)SC(C)C2=O)cc1 (stereo not drawn)	-0.5
84	Cc1cccc(N2CCN(C(=O)C3CCN(S(=O)(=O)N4CCOCC4)CC3)CC2C)c1 (stereo not drawn)	-1.7
85	O=C(OCN1C(=O)c2ccccc2C1=O)c1cccc(S(=O)(=O)N2CCOCC2)c1	0.4
86	CN[C@H]1C[C@H]2c3cc(-c4ccccc4)ccc3CCN2C(=O)[C@H]1[C@H](C)O	-0.6
87	N#Cc1c(-c2cccc(Cl)c2)[nH]c(=S)[nH]c1=O	2.4
88	Cc1cc(NC(=O)CSc2n[nH]c(-c3ccccc3Br)n2)no1	1.7
89	CCOc1ccc(C(=O)N2CCN(c3cnn(-c4ccccc4)c(=O)c3Cl)CC2)cc1	3.2
90	Cc1c(C(=O)Nc2nccs2)sc2nc(-c3cccs3)cc(C(F)(F)F)c12	-1.2
91	Cc1nn(-c2ccccc2)c(C)c1P(=O)(c1ccccc1)N(C)C (stereo not drawn)	3.7
92	Cc1ccc(CN(C(=O)c2c(F)cccc2F)C2CC(C)(C)NC(C)(C)C2)o1	4.2
93	NNC(=O)CCN1CCN(Cc2ccccc2)CC1	-1.5
94	O=C(CN1CCOCC1)NNC(=S)Nc1ccc(Cl)cc1	0.9
95	CCOC(=O)COc1c(C=O)cc(Br)cc1OC	0.0
96	C[C@@H](NCCCn1ccc(NC(=O)OCc2ccccc2)nc1=O)c1cccc2ccccc12	6.3
97	Cc1ccc(NC2SC(=O)N(Cc3cccc(C(=O)O)c3)C2=O)c(C)c1 (stereo not drawn)	2.2
98	O=C(NCCc1c[nH]c2ccccc12)OCc1cn(Cc2cccc(F)c2F)nn1	8.7
99	Cc1ccc(S(=O)(=O)N2CCN=C2SCc2ccccc2)cc1	-2.1
100	CCOc1cc(/C=N/NC(=O)CCCC(=O)NC2CCCCC2)ccc1O	-0.9
101	CC[C@@]12C(=O)N(c3cccc(Br)c3)C(=O)N1[C@H](c1ccc(Cl)cc1)[C@@H]1C(=O)N(C3CCCCC3)C(=O)[C@@H]12	-4.3
102	COc1cc(CNS(=O)(=O)c2ccc3c(c2)CC(C)N3C(=O)C2CCC2)cc(OC)c1OC (stereo not drawn)	-4.0
103	CCCSc1nc2cc(C)c(C)cc2n1CC(C)O (stereo not drawn)	1.6
104	CCOC(=O)Cc1cc(=O)[nH]c(/N=C(\N)Nc2ccc(C)c(C)c2)n1	0.3
105	Cc1cc(N)n(-c2ccccn2)n1	-1.4
106	CC(C)c1ccccc1OCCCCCNCCO	1.9
107	O=C(NCCCn1ccnc1)/C(=C/c1cccnc1)NC(=O)c1ccco1	1.1
108	CCOC(=O)c1c(C)oc2c1c(C=NC1CCS(=O)(=O)C1)c(O)c1ccccc12 (stereo not drawn)	-0.2
109	COCCNC(=O)CN(C(=O)Cn1nnc2ccccc21)c1ccc(C)c(F)c1	1.8
110	OC(c1ccccc1)(c1nc(-c2cc(F)cc(F)c2)cs1)C(F)(F)F (stereo not drawn)	-1.0
111	O=C(Nc1cccc(-c2nn[nH]n2)c1)c1ccc(Cl)s1	0.0
112	CCOC(=O)Cn1c(=O)oc2cc(S(=O)(=O)NCCC(C)C)ccc21	-0.6
113	Cc1sc2nc(CN(C(=O)NC3CCCCC3)C3CCCC3)[nH]c(=O)c2c1C	2.7
114	C[C@H]1[C@@H](OC(=O)Oc2ccc([N+](=O)[O-])cc2)CC[C@@]23CCCN2C(=O)CCC[C@@H]13	0.2
115	CC(=O)N1N=C2c3ccccc3CCC2C1c1ccc(F)cc1 (stereo not drawn)	-1.6
116	COc1ccc(CC(=O)Nc2cc(C)ccn2)cc1	0.5
117	Cc1nn(-c2ccc(Cl)c(Cl)c2Cl)c(=O)c2ccccc12	2.8
118	COc1ccc(C#Cc2ccc(C3=CC(=O)CC(C)(C)C3=O)cc2)cc1	3.0
119	CCC(=O)N1N=C(c2ccc(NS(C)(=O)=O)cc2)CC1c1ccc(C)cc1 (stereo not drawn)	-1.8
120	Cc1ccccc1/C=N/NC(=O)Cc1ccc(Cl)cc1	1.4

# Compounds above that contain a cyano group, in the order listed:
no.	compound	TTR transcr act
35	COc1ccccc1-c1nc(C#N)c(N2CC(C)CC(C)C2)o1 (stereo not drawn)	2.6
87	N#Cc1c(-c2cccc(Cl)c2)[nH]c(=S)[nH]c1=O	2.4

# Next records:
no.	compound	TTR transcr act
121	CCC(=O)N1CCCC(C(=O)Nc2nc3ccccc3[nH]2)CC1 (stereo not drawn)	-0.5
122	O=C(OCC1OC(n2ncc(=O)[nH]c2=O)C(OC(=O)c2ccccc2)C1OC(=O)c1ccccc1)c1ccccc1 (stereo not drawn)	0.5
123	CSc1ccc(C(=O)NCC(=O)O)cc1[N+](=O)[O-]	1.9
124	COc1ccc(-c2cc3ccc(OCc4nn[nH]n4)cc3oc2=O)cc1	0.7
125	OCC1(CCOc2ccccc2)CCN(Cc2ccccc2OC(F)F)CC1	1.0
